# Source: PubChem BioAssay (several laboratories)
# STEP inh – STEP (human) phosphatase inhibition. P54829. recombinant STEP, OMFP fluorogenic substrate, fluorescence. inhibition, % at 20 µM. actives 0.25% (n = 360,000). AID 588621;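 active = inhibition at 20 µM, scaled per plate between control wells, above about 37%, limit read from the data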;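 also: 0% = DMSO with enzyme and substrate and 100% = substrate only without enzyme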
#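 medium = Bis-Tris buffer pH 6.0, 2.5 mM DTT, 0.005% Tween 20 | test system = STEP (striatal-enriched tyrosine phosphatase) enzyme, cell-free | measure = normalized % inhibition | compound dosing = 20 µM, 1% DMSO | also added = 25 µM OMFP | schedule = reaction 20 min, ambient temperature | measured by = fluorescence read at 480 nm ex / 540 nm em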
# NadD inh – NadD (S. aureus) enzyme inhibition; inhibition, % at 20 µM; actives 0.78% (n = 360,000); AID 602399; purified NadD enzyme, colorimetric absorbance read-out; in the data active = inhibition above about 26%; also: some compounds past the cut are filed as inactive
# SKN-1 inh – blocks SKN-1 activity in C. elegans; actives 0.49% (n = 360,000); C. elegans VP596 Pgst-4::GFP/RFP ratio, acrylamide-induced, 24 h; AID 624304; inhibition, % at 21.8 µM;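 active = interference check ratio from 0.5 to 1.5 plus GFP to RFP signal ratio inhibition reaching or exceeding a fixed threshold, cut at about 30% in these data, passing the limit was not always enough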; also: some compounds called inactive have numbers as strong as hits
# NRP1-CendR mod – alters CendR peptide binding to human NRP-1 | O14786 | FAM-RPARPAR peptide binding to NRP-1, fluorescence polarization | inhibition, % at 25 µM | actives 0.85% (n = 360,000) | AID 602438;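 active = inhibition or corrected inhibition above about 18%, plus a signal ratio from 0.5 to 1.5, limit read from the data, passing the limit was not always enough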; also: strong numbers were not always called active
# Tb MetRS inh – blocks T. brucei methionyl-tRNA synthetase activity; purified T. brucei MetRS, ATP depletion, Kinase-Glo luminescence; inhibition, % at 11.9 µM; actives 0.4% (n = 360,000);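 active = inhibition above a per-plate cutoff of the control wells' mean inhibition plus 3 SD, cut at about 5.5% in these data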;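 also: 0% = DMSO wells median and 100% = median of wells with control inhibitor compound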
#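 Assay system: T. brucei methionyl-tRNA synthetase, purified | Medium: HEPES buffer with MgCl2, KCl, DTT, spermine, BSA, pyrophosphatase | Compound: 11.9 µM single point | Incubation: 15 min enzyme-compound preincubation, 2 h reaction, 10 min detection, 25 °C | Measured by: Kinase-Glo luciferase luminescence reporting remaining unconsumed ATP | Measure: % inhibition normalized to control-well medians | Replication: Singlicate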
# DNMT1 inh – DNMT1 (human) enzyme inhibition; AID 588458; DNMT1 molecular beacon, Hinp1I cleavage, fluorescence; inhibition (reported as % activation of signal), % at 10 µM; actives 0.83% (n = 360,000); in the data active = inhibition above about 50%
# Target sequence (P26358 504-1616 limits assumed): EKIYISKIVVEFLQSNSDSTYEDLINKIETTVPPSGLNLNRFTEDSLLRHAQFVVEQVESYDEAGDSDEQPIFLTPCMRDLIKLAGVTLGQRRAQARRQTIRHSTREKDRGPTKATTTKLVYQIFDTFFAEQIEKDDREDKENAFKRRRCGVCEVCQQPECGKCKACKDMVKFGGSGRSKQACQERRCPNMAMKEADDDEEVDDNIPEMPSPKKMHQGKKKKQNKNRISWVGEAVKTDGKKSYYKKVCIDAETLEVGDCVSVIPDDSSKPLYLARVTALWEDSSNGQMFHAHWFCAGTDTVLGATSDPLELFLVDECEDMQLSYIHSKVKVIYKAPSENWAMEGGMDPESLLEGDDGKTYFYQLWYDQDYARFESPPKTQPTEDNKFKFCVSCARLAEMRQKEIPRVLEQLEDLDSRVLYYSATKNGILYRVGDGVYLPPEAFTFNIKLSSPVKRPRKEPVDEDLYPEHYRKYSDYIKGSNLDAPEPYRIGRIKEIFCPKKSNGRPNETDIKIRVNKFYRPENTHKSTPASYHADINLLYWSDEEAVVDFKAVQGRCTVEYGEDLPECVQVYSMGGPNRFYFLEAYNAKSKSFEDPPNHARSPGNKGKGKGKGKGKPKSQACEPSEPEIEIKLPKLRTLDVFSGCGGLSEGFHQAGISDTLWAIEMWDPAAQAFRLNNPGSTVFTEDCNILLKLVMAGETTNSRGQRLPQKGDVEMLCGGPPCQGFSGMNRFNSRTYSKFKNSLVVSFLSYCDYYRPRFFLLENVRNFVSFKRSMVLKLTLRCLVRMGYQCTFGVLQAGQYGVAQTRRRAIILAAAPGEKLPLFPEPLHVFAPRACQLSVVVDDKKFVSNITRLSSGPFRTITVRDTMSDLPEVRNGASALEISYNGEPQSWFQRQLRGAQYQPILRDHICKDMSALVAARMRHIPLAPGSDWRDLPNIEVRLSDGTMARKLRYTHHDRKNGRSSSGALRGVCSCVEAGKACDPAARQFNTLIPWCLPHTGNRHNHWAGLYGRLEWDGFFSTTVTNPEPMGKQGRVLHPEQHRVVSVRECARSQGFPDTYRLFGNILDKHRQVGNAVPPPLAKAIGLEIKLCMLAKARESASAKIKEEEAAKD
# Scp1 inh – blocks human Scp-1 phosphatase activity | Q9GZU7 | Recombinant Scp1, phosphopeptide, malachite green phosphate absorbance | inhibition, % at 20 µM | actives 0.88% (n = 340,000);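 active = inhibition above about 50% at 20 µM, limit read from the data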;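 also: plate controls were DMSO wells with enzyme for no effect and wells lacking enzyme for full effect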
#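 Times: enzyme reaction 45 min at room temperature, colour 5 min, stabilisation 30 min. Material: SCP-1 catalytic fragment, aa 76-261. Medium: Acidic Tris acetate buffer with magnesium and detergent. Signal: colorimetric free-phosphate detection, absorbance 630 nm. Read-out basis: % inhibition of SCP-1 phosphate liberation. Reagent: Phosphorylated 17-residue peptide substrate.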
# SUMO1-SIM PPI – SUMO1-SIM interaction modulation; P63165; SUMO1 binding to a labelled peptide, TR-FRET, 1 h; inhibition, % at 20 µM; actives 0.33% (n = 360,000); in the data active = inhibition above about 37%
# LMPTP block – blocks human LMPTP phosphatase | P24666 | recombinant LMPTP-A, OMFP fluorogenic substrate, fluorescence intensity | inhibition, % at 20 µM | actives 0.22% (n = 360,000) | AID 651560;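 active = compounds that cut the enzyme signal by at least half of the control window in the single-dose screen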;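 also: plate controls were DMSO wells with enzyme plus substrate for no effect and substrate without enzyme for full effect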
#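 Test system – LMPTP-A phosphatase enzyme · Quantity – 0.625 nM LMPTP-A final · Reagent – OMFP substrate, 400 µM final · Dosing – one test concentration per compound, 20 µM, with 3% DMSO overall · Timing – 50 min enzyme reaction at room temperature, protected from light · Detection – fluorescence intensity · Controls – substrate-only low control, DMSO enzyme-plus-substrate high control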
# Neddylation inh – blocks human cullin neddylation; TR-FRET cullin neddylation, biochemical; calls only at 25 µM; actives 0.58% (n = 360,000); AID 651699; in the data active = inhibition above about 36%
# Active calls of the source: *; i = inactive; · = not tested or not shown; + = active, no number.
SMILES	STEP inh	NadD inh	SKN-1 inh	NRP1-CendR mod	Tb MetRS inh	DNMT1 inh	Scp1 inh	SUMO1-SIM PPI	LMPTP block	Neddylation inh
Cc1ccsc1/C=N/Nc1ccc(Cl)nn1	-2	5	-6	7	-0.5	13	-5	5	-1.1	i
CC1Cc2ccccc2N1C(=O)COC(=O)c1ccc(Cl)nc1 (stereo not drawn)	-1	-6	-1	-8	-0.5	1	-12	2	-0.8	i
CN(c1ccccc1)S(=O)(=O)c1ccc(C(=O)NCc2ccc(F)cc2)cc1	1	-7	3	-7	-0.3	-2	-5	4	1.4	i
Cc1cc(=O)oc2cc(OCC3CC(c4ccc(N(C)C)cc4)=NO3)ccc12 (stereo not drawn)	1	-1	-12	-2	-1.0	2	11	0	4.4	i
Cc1ccc(/C=N/Nc2nc(N3CCOCC3)nc(N3CCOCC3)n2)o1	-3	-2	3	-2	-0.8	-3	5	-3	0.0	i
CC1(C)Cc2c(sc(NC(=O)c3ccc4ncsc4c3)c2C(N)=O)C(C)(C)N1	3	3	0	-4	-0.4	-1	-3	-3	0.7	i
O=C(CSc1nnc(CNC(=O)c2c(F)cccc2F)o1)Nc1ccc2c(c1)OCCO2	-2	-8	-9	-8	-0.5	-1	-2	0	-2.3	i
Cc1cn([C@H]2C[C@H](O)[C@@H](CNCc3ccc(C#CCCO)cc3)O2)c(=O)[nH]c1=O	-2	-8	2	-12	-0.3	-2	·	2	-2.2	i
COc1ccc(NC(=O)CSc2nc(=O)n(CCN3CCOCC3)c3c2CCC3)c(OC)c1	-5	0	4	-4	0.1	6	-5	5	-0.6	i
COc1ccc(S(=O)(=O)NC2CCCCCC2)cc1C(N)=O	1	4	-4	2	0.7	2	-6	-2	0.4	i
COCC(C)n1c(C)cc(C(=O)Cn2c(=O)oc3ccccc32)c1C (stereo not drawn)	-5	9	-10	-8	-0.2	2	-8	-4	-0.3	i
CN(C)c1ccc2c(c1[N+](=O)[O-])Cc1ccccc1-2	2	-1	4	4	0.3	-9	-8	-31	1.7	i
COc1ccccc1N1CCN(C2CCCCC2NS(=O)(=O)c2ccccc2)CC1 (stereo not drawn)	-2	-1	17	-3	0.1	-6	-2	1	-0.1	i
O=C(c1ccc2ncsc2c1)N1CCN(c2cccc(C(F)(F)F)c2)CC1	1	1	16	0	-0.1	0	-3	8	0.2	i
COc1cccc(C2NC(=O)NC(C)=C2C(=O)OCC2CCCO2)c1 (stereo not drawn)	1	-1	-3	17	0.0	0	-9	-7	-2.2	i
CC1(C)Cc2c(cnn2-c2ccc(F)cc2)C(NC(=O)CCc2ccncc2)C1 (stereo not drawn)	-2	-3	7	2	-0.4	-2	-9	4	-1.0	i
CN(C(=O)c1cccc(NC(=O)C2CCCN(C(=O)OC(C)(C)C)C2)c1)C1CCCC1 (stereo not drawn)	-2	-3	-5	7	-0.3	3	0	6	-0.4	i
CCOc1ccc(NC(=S)N2CCC(c3nc4ccccc4[nH]3)CC2)cc1	0	5	-13	2	0.3	2	5	6	2.1	i
COc1ccc(-n2c(=S)[nH]c3sc(-c4ccccc4)cc3c2=O)c(OC)c1	-1	4	24	13	0.3	-2	-9	-9	-0.3	i
Cc1nnc(SCCC#N)n(CCC#N)c1=O	2	-2	11	6	-0.8	-1	-12	-2	-1.0	i
CCOc1cc(C2NC(=O)c3ccccc3O2)ccc1OC (stereo not drawn)	1	-5	3	-3	0.6	-4	-7	-1	-2.0	+
COc1ccc(Cl)cc1NC(=O)C/C(C)=N/NC(=O)c1ccccc1[N+](=O)[O-]	-2	2	-6	-7	0.0	-1	-7	-10	-0.2	i
CC(=O)N1CCc2ccc(S(=O)(=O)N3CC(C)OC(C)C3)cc21 (stereo not drawn)	-1	-3	1	-6	-2.0	17	0	4	-1.5	i
N#Cc1ccc(NC(=O)COC(=O)C2CCC2)cc1	-3	1	12	0	-0.2	-1	·	19	-0.6	i
Cc1cc(=O)cc(C)n1-c1ccccc1Br	3	-3	8	2	0.1	-1	-2	5	-1.0	i
CC(C)(C)c1ccc(N2C(=O)CC(C/C=C/c3ccccc3)C2=O)cc1 (stereo not drawn)	3	8	6	7	-0.3	12	-19	6	-2.4	i
Cc1nc2c(nnn2Cc2c(Cl)cccc2Cl)c(=O)[nH]1	-3	0	3	-24	-1.0	9	0	0	-1.8	i
Cc1cc(C)nc(NC(=O)c2cccs2)n1	0	-2	0	20	-0.4	-2	-7	4	-0.5	i
O=C(NCc1nnc(SCC(=O)N2CCCC2)o1)c1ccco1	-4	7	7	-6	-0.4	-1	-33	0	-0.8	i
CSc1nc2c(c(=O)[nH]1)C(c1ccc(F)cc1)CC(=O)N2 (stereo not drawn)	1	-3	-3	3	-0.5	2	-4	1	-0.3	i
COc1ccc(OC)c(NC(=O)c2ccno2)c1	-3	-6	-4	-15	-0.4	-6	6	-1	-0.7	i
CCOc1ccc(S(=O)(=O)N2CCN(C)CC2)cc1NC(=O)c1ccccc1F	0	-4	7	0	-0.1	-3	-3	17	-0.4	i
Cc1c2cnn(CC(=O)Nc3c(F)c(F)cc(F)c3F)c(=O)c2c(C)n1Cc1ccccc1F	5	32*	6	-41	-0.1	91*	69*	16	15	i
Nc1nnc(SCC(=O)OCC(=O)Nc2ccccc2F)s1	4	-1	-9	-1	-0.8	-3	-1	0	-1.2	i
O=C(NCc1ccccc1F)c1cccc(S(=O)(=O)N2CCCCCC2)c1	-2	-1	11	6	-0.2	-5	-8	0	-1.9	i
CCOc1ccc(S(=O)(=O)N2CCCC(C(=O)NCc3ccccn3)C2)cc1Cl (stereo not drawn)	6	-2	9	9	0.0	0	4	0	-1.0	i
Cc1cc(=O)oc2c(C)c(OC3CCCCC3=O)ccc12 (stereo not drawn)	-1	-1	15	-14	0.3	-1	-3	1	-0.5	+
CCOc1ccc(/C=C2\CCCc3c2nc2ccccc2c3C(=O)O)cc1OC	-78	7	-65	131	-0.1	78*	·	-19	-5.8	i
COCCCN1CC(=O)N2C(c3cccc(OC)c3OC)c3[nH]c4ccccc4c3C[C@H]2C1=O (stereo partly drawn)	-5	0	10	13	-1.1	-3	-4	3	-0.2	i
C=C[C@@H]1c2cc(C)ccc2N(S(=O)(=O)c2ccc(C)cc2)[C@H](c2ccccc2C(F)(F)F)C1(C#N)C#N	1	12	-19	11	-0.2	7	-8	3	0.1	i
COc1ccc(N=Nc2nc(-c3ccccc3)c(-c3ccccc3)[nH]2)cc1	4	27	10	-64	-0.7	-8	39	-47	12	i
Cc1ccc(S(=O)(=O)N2CCC(C(=O)OCC(=O)N3CCCC3=O)CC2)cc1C	1	2	3	8	-0.3	-3	4	9	0.6	i
COc1cccc(NC(=O)CSc2nccn2-c2cccc(OC)c2)c1	-2	3	-10	-16	-1.0	1	-5	16	-0.9	i
C[C@@H]1CN([C@@H](C)CO)C(=O)CCCn2nncc2CO[C@H]1CN(C)C(=O)C1CC1	-1	-3	-6	-8	0.4	4	·	0	-1.2	i
CCc1cc2c(COC(=O)c3cc(S(=O)(=O)N4CCOCC4)ccc3F)cc(=O)oc2cc1O	0	24	-5	14	-0.3	3	-10	-9	-1.8	i

# Three consecutive records from above, for reference:
SMILES	STEP inh	NadD inh	SKN-1 inh	NRP1-CendR mod	Tb MetRS inh	DNMT1 inh	Scp1 inh	SUMO1-SIM PPI	LMPTP block	Neddylation inh
Cc1cc(=O)oc2c(C)c(OC3CCCCC3=O)ccc12 (stereo not drawn)	-1	-1	15	-14	0.3	-1	-3	1	-0.5	+
CCOc1ccc(/C=C2\CCCc3c2nc2ccccc2c3C(=O)O)cc1OC	-78	7	-65	131	-0.1	78*	·	-19	-5.8	i
COCCCN1CC(=O)N2C(c3cccc(OC)c3OC)c3[nH]c4ccccc4c3C[C@H]2C1=O (stereo partly drawn)	-5	0	10	13	-1.1	-3	-4	3	-0.2	i

# Going on with the list:
SMILES	STEP inh	NadD inh	SKN-1 inh	NRP1-CendR mod	Tb MetRS inh	DNMT1 inh	Scp1 inh	SUMO1-SIM PPI	LMPTP block	Neddylation inh
Cc1nn2cc(-c3ccccc3)nc2s1	-1	-5	31	6	-0.7	1	-4	-3	-1.7	i
CC12CCC(C(=O)O)(c3nc(C#N)c(C#N)nc31)C2(C)C (stereo not drawn)	-2	3	6	10	0.0	-1	-6	1	0.1	i
COc1cccc(C(=O)Oc2cc(C)[nH]c(=O)c2[N+](=O)[O-])c1OC	-3	2	13	2	0.6	-2	-7	4	-2.0	i
CC12CCCCN1CCCc1c2[nH]c2ccccc12 (stereo not drawn)	-2	-2	0	-6	-0.1	-7	-5	-3	-0.5	i
Cc1nnc(NC(=O)c2ccc(S(=O)(=O)N3CCCCC3)cc2)s1	1	2	-5	2	-0.1	1	-4	3	-1.4	i
COc1ccc(-c2cc(C(=O)Nc3cccc(O)c3)no2)cc1	-2	0	4	4	-0.6	-1	-10	4	-0.9	i
C[C@@H]1CN([C@@H](C)CO)C(=O)c2cc(NC(=O)Nc3ccccc3)ccc2O[C@H]1CN(C)C(=O)Nc1cccc2ccccc12	0	5	25	-12	1.0	-6	-6	-11	1.3	i
Cc1ccc2c(CC(=O)Nc3nc(C)cs3)coc2c1	-4	0	5	0	-0.1	-6	-1	2	0.1	i
O=C(Cn1ccc2ccccc2c1=O)N1CCN(Cc2ccc3c(c2)OCO3)CC1	-4	1	-1	2	0.5	3	-2	4	0.0	i
N#Cc1ccc(OCC(=O)NNC(=S)NC(=O)C2CC2)cc1	-1	9	11	-14	0.6	4	2	1	-2.4	i
FC(F)(F)c1cccc(N2CCN(C(=S)NC3CCCC3)CC2)c1	5	-5	3	4	-0.8	2	6	0	0.6	i
O=c1ccc2ccc(OCCOc3cccc(Cl)c3)cc2o1	0	-5	1	8	-0.5	3	-2	-1	0.6	·
O=C(NCc1ccco1)/C(=C/c1cccnc1)NC(=O)c1cccc(Br)c1	-3	1	3	6	0.1	1	-9	-5	1.6	i
CNc1n[nH]c(-c2ccccc2)n1	-3	-2	-3	0	-0.1	3	·	-2	-0.3	i
